TAG inh – inhibitors of triacylglycerol accumulation; inhibition, % at 12.5 µM; H9c2 cells, Nile Red lipid (TAG) fluorescence; cells loaded with 200 µM oleic acid; 0.66% of 230,000 active;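 active = pattern-corrected inhibition of lipid staining of at least 50% with the nuclear-stain viability signal not falling by more than 50%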;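 also: 0% = DMSO wells and 100% = triacsin C control wells; some results filed as inactive read as strong as hits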
TAG inh DAPI viability – recorded beside TAG inh, whose call it bears; DAPI nuclei signal change (viability), lower = more cytotoxic, %;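 whole-well DAPI fluorescence read on a plate reader as a viability signal; minus 50 percent equals half of cells still viable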
* hit, by the source's call. These rows are one share of the data; rates above refer to the full screens.

Start of the data: the first five entries as a preview:
Results follow in this order: TAG inh	TAG inh DAPI viability
> CCn1ncc(S(=O)(=O)NCc2ccccc2Cl)c1C
    -1.0	3.4
> COc1ccc(CN2CCN(CC=C(C)C)C(CCO)C2)cc1Cn1cccn1 (stereo unspecified)
    8.5	-13.8
> COc1ccc(S(=O)(=O)NC2(C(F)(F)F)N=C3SCCN3C2=O)cc1 (stereo unspecified)
    -8.3	10.6
> COc1ccc(N(C(=O)C(C)C)S(=O)(=O)c2cccc([N+](=O)[O-])c2)cc1
    -10.4	2.2
> O=C(Cc1ccc(S(=O)(=O)N2CCOCC2)s1)N1CCN(S(=O)(=O)c2ccccc2F)CC1
    -1.0	-4.4

The list itself (from the top)
Results follow in this order: TAG inh	TAG inh DAPI viability
> CCn1ncc(S(=O)(=O)NCc2ccccc2Cl)c1C
    -1.0	3.4
> COc1ccc(CN2CCN(CC=C(C)C)C(CCO)C2)cc1Cn1cccn1 (stereo unspecified)
    8.5	-13.8
> COc1ccc(S(=O)(=O)NC2(C(F)(F)F)N=C3SCCN3C2=O)cc1 (stereo unspecified)
    -8.3	10.6
> COc1ccc(N(C(=O)C(C)C)S(=O)(=O)c2cccc([N+](=O)[O-])c2)cc1
    -10.4	2.2
> O=C(Cc1ccc(S(=O)(=O)N2CCOCC2)s1)N1CCN(S(=O)(=O)c2ccccc2F)CC1
    -1.0	-4.4
> F[B-](F)(F)COCc1ccccc1Br
    -17.1	0.6
> CCOc1ccc(OCc2ccc(C(=O)O)o2)cc1
    8.0	-1.3
> COc1ccc(CCC(=O)NCc2cn3ccccc3n2)cc1
    -1.2	2.5
> CCOc1ncccc1C(=O)N(C)CC1COc2ccccc2O1 (stereo unspecified)
    -10.5	-11.2
> CCOC(=O)Cn1c2ccc(C)cc2c2nc(C)sc21
    -5.2	0.1
> CC(C)n1ncc2c(C(=O)N3CCN(Cc4ccc(Cl)s4)CC3)cc(C3CC3)nc21
    -2.0	-6.6
> CCC(CC)c1nnc(NC(=O)CCN2C(=O)c3ccccc3C2=O)s1
    -8.2	10.5
> O=C(O)CC12CC3CC(C1)CC(n1ncc(NCc4ccccc4)c(Cl)c1=O)(C3)C2
    10.9	-4.5
> COc1ccc(C)cc1NC(=O)Cn1cnc2sc(C)c(S(=O)(=O)N3CCOCC3)c2c1=O
    4.7	3.4
> CC1(C)CC(=O)C2=C(C1)N(CCN1CCOCC1)C1=C(C(=O)CC(C)(C)C1)C2c1ccc(Cl)cc1
    32.4	10.0
> CC1CCCC(NC(=O)c2n[nH]c(=O)c3ccccc23)C1C (stereo unspecified)
    4.3	-8.6
> O=C(COC(=O)C12CC3CC(CC(Cl)(C3)C1)C2)N1CCCCC1
    7.6	-3.5
> CCC(C)c1ccccc1NC(=O)c1cccc(-n2cnnn2)c1 (stereo unspecified)
    -17.1	3.3
> Cc1ccc(-c2cc3ccccc3nc2N2CCCC2)cc1
    10.6	13.0
> COc1ccc(-c2cc(C(=O)Oc3ccc([N+](=O)[O-])cc3)c3ccccc3n2)cc1
    5.7	6.9

Another view of 4 compounds above:
molecule | TAG inh | TAG inh DAPI viability
CCOC(=O)Cn1c2ccc(C)cc2c2nc(C)sc21 | -5.2 | 0.1
O=C(COC(=O)C12CC3CC(CC(Cl)(C3)C1)C2)N1CCCCC1 | 7.6 | -3.5
COc1ccc(CCC(=O)NCc2cn3ccccc3n2)cc1 | -1.2 | 2.5
CC1(C)CC(=O)C2=C(C1)N(CCN1CCOCC1)C1=C(C(=O)CC(C)(C)C1)C2c1ccc(Cl)cc1 | 32.4 | 10.0

(continued)
Results follow in this order: TAG inh	TAG inh DAPI viability
> CCOC(=O)c1sc(NC(=O)/C=C/c2ccc(F)cc2)nc1C
    -4.1	19.0
> COc1ccc(-c2cc(=O)c3ccccc3n2C)cc1
    3.7	1.4
> COc1cc(C(=O)NCC2CCCO2)ccc1OCc1ccc(Cl)cc1 (stereo unspecified)
    -4.1	-8.9
> COC(=O)[C@]1(C)N[C@H](CN(C)S(=O)(=O)c2ccc(F)cc2)[C@@H]2C(=O)N(C)C(=O)[C@@H]21
    -5.5	3.6
> CN(C)c1cccc(C(=O)OCC(=O)c2ccc[nH]2)c1
    6.1	-2.7
> COc1ccccc1N1CCN(CCCCNC(=O)c2ccc3ccccc3c2)CC1
    -5.6	12.8
> Cc1ccc2cccc(N)c2n1
    9.6	-0.4
> CC1CCCC(NC(=O)c2cc(S(=O)(=O)N3CCCCC3)ccc2Cl)C1C (stereo unspecified)
    1.9	2.2
> CCOc1cc(/C=C/C(=O)NCCc2ccc(S(N)(=O)=O)cc2)ccc1OCC(C)C
    17.7	-1.3
> COc1ccc(/C=N/Nc2cc(C)nc(N3CCOCC3)n2)cc1OC
    2.2	-1.4
> O=c1oc(C2(O)CCCCC2)cc2ccccc12
    17.8	-0.5
> COc1ccccc1C(=O)Oc1cc(N)n(S(=O)(=O)c2ccc(C)cc2)n1
    -14.5	9.7
> CCCC1NC(=O)c2cccnc2-n2c1nc1ccc(Cl)cc1c2=O (stereo unspecified)
    -7.9	-4.3
> CC(=O)c1sc(NC(=O)C2=NN(c3ccccc3)C(=O)CC2)nc1C
    1.9	-5.6
> COC(=O)c1sc2nc(C)cc(C)c2c1N
    4.1	22.0
> CC(C)(C)c1cc2nc(N)nc(N)n2n1
    -0.6	3.0
> CC(C)c1ccc(NC(=O)c2n[nH]c(=O)c3ccccc23)cc1
    -17.3	13.8
> CCOc1ccccc1NC(=O)C1CCCCN1S(=O)(=O)c1ccccc1 (stereo unspecified)
    -11.6	-6.4
> COc1cccc(NC(=O)CN2CCN(c3nc(-c4cccc(OC)c4)cs3)CC2)c1
    2.0	-10.3
> NC(=O)CC(NC(=O)c1ccccc1)c1ccc(NCc2ccc(F)c(F)c2)c([N+](=O)[O-])c1 (stereo unspecified)
    -23.0	2.8
> COc1ccc(CCN(C)C(=O)c2cc(S(=O)(=O)N3CCCCCC3)ccc2OC)cc1OC
    -16.5	-0.4
> CCOC(=O)CN1C(=O)N[C@@H](c2cccc(C(F)(F)F)c2)[C@@H](C(=O)OC)[C@H]1C
    -0.5	-1.7
> CN(C)S(=O)(=O)Oc1cccc(C(=O)Nc2ccc(Cl)cc2)c1
    -15.3	-0.4
> COc1ccc(C(=O)NNC(=O)c2ccccc2[N+](=O)[O-])cc1[N+](=O)[O-]
    12.2	0.7
> CCOC(=O)C1=NN(c2ccccc2)C(=O)C1
    -0.1	3.2
> Cc1ccc(C)c(NC(=O)CN(C)C(=O)CN2C(=O)NC3(CCc4ccccc43)C2=O)c1 (stereo unspecified)
    7.6	7.0
> CCOc1ccc(NC(=O)C2CCN(c3nnnn3-c3ccccc3)CC2)cc1
    -3.7	-0.3
> CCOC(=O)C1(C)CCN1C(=O)c1cc(OC)ccc1Br (stereo unspecified)
    -2.8	-0.7
> Cc1ccc(C(=O)NCCc2nnc3ccc(NCc4ccc5c(c4)OCO5)nn23)cc1
    19.8	-2.1
> Cc1ccc(C)c(NC(=S)NC23CN4CN(CN(C4)C2)C3)c1
    -22.4	5.8
> COC(=O)C1CCN(S(=O)(=O)CCNC(=O)c2ccc3c(c2)OCO3)CC1
    9.5	-5.1
> O=C(COC(=O)/C=C/c1cccc(F)c1)Nc1ncccn1
    11.0	-6.3
> Cc1occc1C(=O)Nc1ccccc1C#N
    8.7	-2.1
> CC(=O)Nc1ccc(OCC(=O)NCCc2ccccc2)cc1
    9.4	-0.2
> CSc1cccc(NC(=O)/C=C/c2ccccc2)c1
    13.0	6.4
> NS(=O)(=O)c1cccc(NC(=O)CSc2nc3ccccc3n2-c2ccccc2)c1
    -15.7	2.4
> CCc1ccc(NC(=O)C2=CC(c3ccc(OC)cc3)=NS(=O)(=O)N2C)cc1
    -7.4	-4.1
> C=CCn1c(SC(C)C(=O)Nc2ccc(F)c(F)c2F)nnc1C1CC1 (stereo unspecified)
    -6.4	-0.4
> Cn1cc(CCC(=O)N2CCCC(C(=O)c3cccc4ccccc34)C2)cn1 (stereo unspecified)
    -8.8	9.0
> COc1ccc(-c2ccc(=O)n(CC(=O)Nc3nnc(C(C)C)s3)n2)cc1OC
    -4.3	1.9
> Cc1c(Cl)cccc1NC(=O)CCN1CCC(C(N)=O)CC1
    -1.4	8.3
> CN1CCN(S(=O)(=O)c2ccc(SCCOc3ccccc3)nc2)CC1
    -49.3	10.0
> CSc1sccc1/C=N/O
    2.2	-8.1
> O=C(O)COCCN1CCN(C(c2ccccc2)c2ccc(Cl)cc2)CC1 (stereo unspecified)
    -4.4	-2.1
> COC(=O)C(C(=O)OC)c1ncc(C(F)(F)F)cc1Cl
    13.8	5.3
> CCOC(=O)C(NCCCCl)c1ccccc1 (stereo unspecified)
    14.4	-4.6
> CC(C)(C)n1nnnc1C(c1ccc(Cl)cc1)N1CCCc2ccccc21 (stereo unspecified)
    14.9	-0.2
> COc1ccc(C(=O)Nc2nc(N)n(-c3ccccc3)n2)cc1OC
    -5.1	3.4
> Cc1ccc(S(=O)(=O)N2CCCCC2)cc1NC(=O)C1=NN(c2ccccc2)C(=O)CC1
    -14.6	-3.1
> CCOc1cccc2sc(=NC(=O)CCS(=O)(=O)c3ccccc3)n(CC)c12
    18.1	-3.9
> O=C(Cc1cc(=O)[nH]c(=O)[nH]1)NCCN1CCOCC1
    1.2	-5.7
> Cc1ccc2c(c1)[nH]c1c(=O)n(Cc3ccccn3)cnc12
    -27.8	5.2
> CCc1ccc(CSc2nccn2-c2ccccc2)cc1
    -16.0	14.4
> COC(=O)C(C)Oc1ccc(Oc2nc(Cl)ccc2Cl)cc1 (stereo unspecified)
    -7.6	-0.3
> O=C(c1cc2ccccc2oc1=O)N(Cc1cccs1)C1CCS(=O)(=O)C1 (stereo unspecified)
    -4.5	2.5
> O=C(c1ccc(Cn2cc(Br)cn2)cc1)N1N=C(C(F)F)CC1(O)C(F)F (stereo unspecified)
    0.1	5.5
> Cc1ccccc1OCC(=O)N/N=C/c1ccc(Sc2nc3ccccc3s2)o1
    -10.3	5.1
> CS(=O)(=O)Nc1nc2n(n1)C(c1ccc(F)cc1)CC(c1ccccc1)N2 (stereo unspecified)
    2.1	-1.6
> COc1ccc(CNC(=O)CN(Cc2ccc(OC)cc2)C(=O)c2csnn2)cc1
    -12.7	4.0
> N=C1S/C(=C\c2ccco2)C(=O)N1c1nccs1
    5.1	-1.4

Remaining list, next part:
Results follow in this order: TAG inh	TAG inh DAPI viability
> CC1CN(C(c2cccs2)c2sc3ncnn3c2O)CC(C)O1 (stereo unspecified)
    -7.6	0.8
> CCOc1ncccc1C(=O)N=C1SCCN1C(=O)c1cccnc1OCC
    10.2	-1.8
> Cc1ccc2oc(=O)n(CC(=O)c3ccc(F)cc3)c2c1
    -9.5	2.1
> COC(=O)c1cc(S(=O)(=O)N2CCC(C(N)=O)CC2)oc1C
    -1.1	-5.3
> CCCN1CCN(C(=O)Nc2ccc(OCC)cc2)CC1
    14.0	8.7
> CCCCCCCCNC(=O)c1cnsn1
    -6.6	2.7
> Cc1noc(C)c1COC(=O)/C=C/c1ccccc1Cl
    8.0	-14.5
> CCOC(=O)c1ccc(-c2ccc3c(=O)c4ccccc4n(C)c3c2)cc1F
    0.6	2.1
> O=C(O)c1ccccc1C(=O)OCCCCOC(=O)c1ccccc1C(=O)O
    6.6	-4.1
> c1ccc(SCCOCCN2CCc3ccccc3C2)cc1
    -5.1	13.1
> CCCn1ncc(CN2CCC(CO)(CC3CCCCO3)CC2)c1C (stereo unspecified)
    -7.7	4.9
> O=C(O)c1cccc(NS(=O)(=O)c2cc(S(=O)(=O)c3ccc(Cl)cc3)ccc2Cl)c1
    18.3	0.3
> CS(=O)(=O)N(CCC#N)Cc1ccc(C=O)o1
    -1.3	11.3
> ClCCn1c(CCl)nc2ccc(Cl)cc21
    -13.9	6.0
> COc1ccc(C(=O)Nc2ccccc2C(=O)N/N=C/c2ccccc2OC)cc1
    12.4	-1.1
> COc1ccc(NC(=O)CSc2nc3ccsc3c(=O)n2CCC(=O)O)cc1
    -11.4	-7.8
> COc1ccc(-c2sc3ccccc3c2/C=C/c2ccc(OC)c(OC)c2)cc1
    8.9	140.8
> O=C(c1ccccc1[N+](=O)[O-])N1CCN(c2ccc(N3CCOCC3)nn2)CC1
    -2.8	-3.4
> O=C(NCCc1ccc2c(c1)OCCO2)c1cccc(S(=O)(=O)N2CCCC2)c1
    -8.4	2.6
> O=C(CCS(=O)(=O)c1ccccc1)Nc1nc(-c2cccs2)cs1
    37.2	-21.6
> Cn1c(=O)c2c(ncn2CC(=O)Nc2ccc(N3CCOCC3)cc2)n(C)c1=O
    -8.8	-0.7
> CN(C)Cc1nc2ccccc2c(=O)n1Cc1nc(-c2cc3ccccc3o2)cs1
    -26.3	4.9
> Cc1ccc(CN2CC(C(=O)N3CCN(S(=O)(=O)c4ccc(C(C)C)cc4)CC3)CC2=O)cc1 (stereo unspecified)
    4.2	-6.5
> C[C@H](NC(=O)c1[nH]cnc1C(=O)N[C@@H](C)CO)c1ccccc1
    -6.7	-0.1
> CC(=O)N(/N=C1\Sc2ccccc2C1=O)c1ccc(C)cc1C
    44.0	1.8
> CCCCc1c(C)nc2ccccc2c1SCCC(=O)O
    2.9	5.6
> CCCNC(=O)c1cc(C2CCCCN2C(=O)CCCc2ccccc2)on1 (stereo unspecified)
    1.2	4.1
> CCNC(=O)N(C)c1c(CC)nc2ccc(C(=O)N3CCN(C(C)=O)CC3)cn12
    -7.9	8.6
> CC(Oc1ccc(-c2ccccc2)c(F)c1)c1ccn(S(=O)(=O)c2ccc(Br)cc2)n1 (stereo unspecified)
    -2.2	4.9
> CCOCCCNC(=O)c1ccc(OC2CCN(C(C)=O)CC2)c(OC)c1
    -2.0	0.7
> Cn1ncc(Cl)c1C(=O)Nc1ccncc1
    11.5	-2.1
> CCN1C(=O)[C@H]2[C@@H](c3ccc(C)cc3)N3C(=O)N(c4cccc(Cl)c4)C(=O)[C@@]3(CC(C)C)[C@H]2C1=O
    1.0	-10.6
> CCN(CC(=O)NCc1cccs1)C(=O)COc1ccc(C(N)=O)cc1
    -2.1	-11.5
> O=C(NNC(=O)C1CCN(S(=O)(=O)c2ccc(Cl)cc2)CC1)c1ccccc1O
    0.0	-13.7
